Screening data from PubChem.
CaV13 ICDI inh = Disruptors of the CACNA1D IQ motif to Ca2+-dependent inactivation inhibitor domain association, primary screening, Förster resonance energy transfer in intact living …; HEK cells, CFP/YFP FRET ICDI-IQ, plate reader, 10 min; percent FRET-ratio fall versus neutral wells; 340,000 tested, 0.098% active; inhibition, % at 12.3 µM;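 active = mean replicate inhibition of at least 30% and at least 1% of replicates passing that level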;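 also: 0% = median of the neutral control wells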
MC4R ag barr = activates human MC4R beta-arrestin recruitment. AID 540308. U2OS MC4R beta-arrestin complementation, luminescence; percent of melanotan II response, DMSO zero. activation, % at 8.9 µM. P32245. 360,000 tested, 0.98% active;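 active = activation above a per-plate cutoff, the mean activation of sample wells on that plate plus 3 SD, cut at about 8% in these data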
Cardio protect = myocardial damage modulation in H9c2 cells. 360,000 tested, 0.63% active. protection from H2O2 cell death, % at 20 µM. H9c2 cardiomyocytes, H2O2 injury protection, ATPLite, 2 h;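 active = compounds giving at least 50% protection of heart cells from peroxide-induced death in the single-dose screen, raw or plate-pattern-corrected value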;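 also: 0% = DMSO wells with peroxide and 100% = DMSO wells without peroxide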
ABCB6 inh 2 = inhibitors of human ABC transporter ABCB6; Q9NP58; K562-ABCB6 porphyrin accumulation, flow cytometry, 1 h; active compounds read low; fluorescence ratio to DMSO, % at 10 µM; 360,000 tested, 0.19% active; AID 602162;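 active = fluorescence ratio to DMSO below 75%, the collection mean minus 3 SD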;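 also: signal is porphyrin accumulated inside mitochondria; 100% equals median channel fluorescence of DMSO control wells; lower ratio means ABCB6 inhibition with less porphyrin fluorescence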
Target sequence (Q9NP58 whole entry, looked up): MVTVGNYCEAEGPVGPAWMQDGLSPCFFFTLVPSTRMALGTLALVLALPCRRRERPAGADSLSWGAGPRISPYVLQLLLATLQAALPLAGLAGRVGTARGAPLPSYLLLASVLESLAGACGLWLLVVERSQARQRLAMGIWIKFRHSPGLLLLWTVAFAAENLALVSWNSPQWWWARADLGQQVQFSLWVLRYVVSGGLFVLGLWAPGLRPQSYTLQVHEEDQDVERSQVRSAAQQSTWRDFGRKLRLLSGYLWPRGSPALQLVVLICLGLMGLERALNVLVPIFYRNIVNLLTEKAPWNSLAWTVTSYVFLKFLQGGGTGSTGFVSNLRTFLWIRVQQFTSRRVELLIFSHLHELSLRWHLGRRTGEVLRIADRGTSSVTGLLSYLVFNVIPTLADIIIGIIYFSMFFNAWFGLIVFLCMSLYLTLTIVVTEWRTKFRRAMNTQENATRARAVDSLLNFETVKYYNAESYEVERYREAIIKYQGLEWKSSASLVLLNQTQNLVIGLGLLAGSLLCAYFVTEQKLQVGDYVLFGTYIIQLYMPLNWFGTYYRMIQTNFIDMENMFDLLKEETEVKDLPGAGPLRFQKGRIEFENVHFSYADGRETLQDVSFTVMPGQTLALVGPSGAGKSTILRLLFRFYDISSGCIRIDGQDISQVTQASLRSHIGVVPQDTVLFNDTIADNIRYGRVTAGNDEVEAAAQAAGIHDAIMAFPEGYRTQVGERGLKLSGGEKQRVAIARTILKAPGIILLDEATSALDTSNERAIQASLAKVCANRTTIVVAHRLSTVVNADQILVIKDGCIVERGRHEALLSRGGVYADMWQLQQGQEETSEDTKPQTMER
Glyco luc inh = N-linked glycosylation inhibition; D54 ERlucT glycosylation luciferase reporter, 24 h; percent of 100 nM tunicamycin response; reporter increase, % at 12.5 µM; 360,000 tested, 0.23% active; AID 588692;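 active = mean luciferase reporter signal, scaled so untreated is 0 and the glycosylation-blocking control 100, at or above a set limit in every replicate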;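 also: luciferase carries N-glycosylation sites so blocking glycosylation raises the light; 0% = median of neutral control wells and 100% = median of 100 nM tunicamycin wells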
m5-HT2A agonist = agonists of mouse serotonin 5-HT2A receptor (HTR2A); 360,000 tested, 0.66% active; P35363; CHO-K1 mHTR2A beta-arrestin complementation, luminescence; percent of 30 µM serotonin response; activation, % at 7.6 µM;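 active = activation above a run cutoff, the mean activation of all tested compounds plus 3 SD, cut at about 14% in these data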;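 also: 0% = plate median of compound wells and 100% = 30 µM serotonin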
Vif inh = blocks HIV Vif function; 340,000 tested, 0.35% active; inhibition, % at 7.49 µM; HEK293T cells, Vif self-association by quenched fluorescence, imaging, 24 h; in the data active = inhibition above about 50%, passing the limit was not always enough; also: some results filed as inactive read as strong as hits
MC4R antag cAMP = antagonists of human melanocortin 4 receptor (MC4R); inhibition, % at 6.5 µM; 360,000 tested, 0.48% active; P32245; AID 540295; MC4R-expressing cells, MTII-stimulated cAMP, LANCE TR-FRET;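 active = inhibition above its plate's cutoff, the mean of tested wells on that plate plus 3 SD, cut at about 29% in these data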;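 also: 0% = Melanotan II alone and 100% = Melanotan II plus saturating MCL0020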
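system = U2OS cells with stable human MC4R expression | also added = Melanotan II challenge after compound preincubation | dosing = one concentration, 6.5 µM nominal | incubation = compound 30 min, challenge 1 h, detection 1 h | measured by = TR-FRET with Eu-cAMP and labeled anti-cAMP, 671 nm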
PDI turbidity = inhibitors of human protein disulfide isomerase | inhibition, % at 10 µM | P07237 | 350,000 tested, 0.052% active | PDI insulin aggregation turbidity, A650, 90 min;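 active = mean inhibition across replicates of 30% or more, whatever share of single replicates reach that level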;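 also: absorbance from insulin aggregation driven by PDI reduction with DTT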
aDG glyco act = increases alpha dystroglycan glycosylation; Pro5-aDG cells, alpha-DG glycosylation AlphaScreen (IIH6); 0% Pro5, 100% B10-LARGE cell signal; activation, % at 10 µM; 360,000 tested, 0.22% active;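 active = activation of at least 8% versus controls, or a plate z-score of at least 8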;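 also: Pro5 are CHO cells carrying HIG-tagged alpha-DG that lacks glycosylation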
* = called active by the depositor; . = no result given.

(1) COc1cccc(OC)c1OCCNCC1COc2ccccc2O1 (stereo not drawn)
(2) C=CCSc1nsc(NC(=O)Nc2ccc(F)cc2)n1
(3) COc1ccc(-c2cc(C(F)(F)F)nc(SCCC(=O)NCc3ccccc3)n2)cc1
(4) Cc1nn(CC(=O)O)c(C)c1C
(5) CC1CC(C)CN(Cc2nc(N)nc(Nc3ccccc3)n2)C1 (stereo not drawn)
(6) O=C(NC1CCCCCCC1)c1cnccn1
(7) CCc1cccc2c(C(=O)CN3C(=O)C(=O)N(C4CCCC4)C3=O)c[nH]c12
(8) CCN(Cc1nc(-c2ccc(OC)cc2)no1)C(=O)c1ccc2c(c1)OCO2

assay / entry	1	2	3	4	5	6	7	8
CaV13 ICDI inh	-5	-9	-5	-4	-5	-2	-2	-3
MC4R ag barr	1.0	4.8	0.2	-0.6	1.0	-2.7	3.6	-1.3
Cardio protect	-4	-18	14	2	-1	1	-1	-2
ABCB6 inh 2	94	90	93	99	99	92	98	156
Glyco luc inh	-1	-12	1	1	-1	-2	2	-1
m5-HT2A agonist	-2	17*	-2	8	4	-1	-5	-1
Vif inh	2	-12	-7	1	11	.	-5	-2
MC4R antag cAMP	-3	2	4	13	7	-6	1	3
PDI turbidity	1	0	9	10	4	1	5	-3
aDG glyco act	0.2	-0.1	0.0	-0.1	-0.1	-0.4	0.1	-0.1

(9) O=C1N=C(N2CCOCC2)SC1=C1CCCCC1
(10) Cc1onc(-c2ccccc2Cl)c1C(=O)NNC(=O)c1ccccc1F
(11) FC(F)(F)c1cc(CCN2C(=S)NC[C@@H]2c2ccccc2)cc(C(F)(F)F)c1
(12) COc1ccc(-n2nc(C(=O)NCC(=O)N3CC(C)CC(C)C3)c3ccccc3c2=O)c(OC)c1 (stereo not drawn)
(13) O=C(NNC(=O)c1cccc2ccccc12)c1cccc(F)c1
(14) O=C(O)c1[nH]c2ccc([N+](=O)[O-])cc2c1-c1ccccc1
(15) O=[N+]([O-])c1ccccc1S(=O)(=O)n1nnc2ccccc21
(16) CC1=CC=CN2C1=NC(=O)CC2(C)C(=O)N(CC(=O)NC1CCCC1)c1cc(C)cc(C)c1 (stereo not drawn)

assay / entry	9	10	11	12	13	14	15	16
CaV13 ICDI inh	-5	-4	-10	-3	-10	0	-19	0
MC4R ag barr	-0.8	-3.4	2.6	-0.4	-0.1	-0.1	-3.0	-3.6
Cardio protect	1	2	-15	-1	1	6	5	-7
ABCB6 inh 2	99	101	97	98	98	92	100	100
Glyco luc inh	1	0	-1	0	0	-2	-2	2
m5-HT2A agonist	6	1	-5	-6	6	0	0	-1
Vif inh	1	7	-11	-3	-8	-2	-4	1
MC4R antag cAMP	16	7	6	23	-10	-1	12	-7
PDI turbidity	1	-6	2	-10	-7	-1	-1	3
aDG glyco act	-0.3	0.1	0.0	0.0	-0.2	-0.1	-0.1	-0.1

(17) O=C1Nc2ccc(Br)cc2/C1=C/C1CC=CCC1 (stereo not drawn)
(18) C=CCNc1cnn(-c2ccc(C)cc2)c(=O)c1Sc1ccc(C)cc1
(19) CCCCN(C)C(=O)C1CCN(CCCc2ccccc2)CC1
(20) O=C(/C=C/c1cccc([N+](=O)[O-])c1)N1CCN(Cc2ccc3c(c2)OCO3)CC1
(21) Cc1ccc(C)c(NC(=O)C2CCCN(S(=O)(=O)c3ccc4[nH]c(=O)ccc4c3)C2)c1 (stereo not drawn)
(22) COc1ccc(-n2ncc3c(N4CCC(C)CC4)ncnc32)cc1
(23) Cc1ccc(S(=O)(=O)NCC(c2cccnc2)N2CCOCC2)cc1 (stereo not drawn)
(24) CCN(CC)S(=O)(=O)c1ccc(OC)c(NS(=O)(=O)Cc2ccccc2)c1

assay / entry	17	18	19	20	21	22	23	24
CaV13 ICDI inh	.	-2	-5	-5	-11	-6	-4	-20
MC4R ag barr	2.8	0.1	-0.5	-1.5	-1.8	-0.2	-1.1	-0.7
Cardio protect	-7	0	2	1	3	-37	1	1
ABCB6 inh 2	100	101	93	98	101	101	99	99
Glyco luc inh	11	-2	-2	1	-1	-17	1	0
m5-HT2A agonist	6	6	-4	-2	-7	6	0	-6
Vif inh	3	-6	-5	-9	-4	.	0	27
MC4R antag cAMP	6	13	-3	-4	3	8	2	2
PDI turbidity	-1	0	-7	14	.	-26	-6	-4
aDG glyco act	-0.2	-0.1	0.5	-0.2	0.0	0.0	-0.4	0.0

(25) CN(C)C(=O)CCc1ccc2c3c([nH]c2c1)[C@]1(C)[C@@H](C(=O)N2CCCCC2)C[C@H](CC(=O)NCCN2CCOCC2)C(=O)N1CC3
(26) COc1cc(CN2CCCCCC2)c([N+](=O)[O-])cc1OC
(27) Nc1nnc(SCC(=O)OCC(=O)Nc2ccc(Br)cc2)s1
(28) COc1ccc(C(=O)NCCS(=O)(=O)N2CCc3ccccc3C2)cc1
(29) Cc1ccccc1S(=O)Cc1ccc(C(=O)NCCN2CCOCC2)o1 (stereo not drawn)
(30) Cc1ccc2c(c1)OC(c1ccc3c(c1)OCCO3)CC2=O (stereo not drawn)
(31) O=C(CNC(=O)c1cccs1)c1ccc([N+](=O)[O-])cc1
(32) N#Cc1c2c(c(-c3ccccc3)[nH]c1=O)CCCC2

assay / entry	25	26	27	28	29	30	31	32
CaV13 ICDI inh	-3	0	-5	-7	-7	.	-17	-9
MC4R ag barr	-1.2	-1.6	-3.0	-1.4	-2.4	-0.9	-0.3	-1.1
Cardio protect	0	-5	0	-2	5	2	-1	-5
ABCB6 inh 2	98	97	97	103	102	99	103	99
Glyco luc inh	0	1	2	1	3	-7	-1	2
m5-HT2A agonist	3	6	0	10	3	-2	5	0
Vif inh	.	-1	-11	-1	0	-6	5	4
MC4R antag cAMP	-2	-1	21	-3	2	-4	-2	-6
PDI turbidity	9	15	4	-3	2	0	9	-1
aDG glyco act	0.0	0.1	-0.1	0.0	0.4	0.2	0.0	0.2

(33) O=C(NCc1ccco1)C1CCN(Cc2ccc(F)cc2)CC1
(34) C=CCNC(=O)/C(C#N)=C/c1ccc(C)o1
(35) O=C(CSc1ccc(-c2ccc(F)cc2)nn1)NCc1ccco1
(36) COCCNS(=O)(=O)c1ccc(OCC(=O)OC)c(Cl)c1
(37) Cc1ccc(NC(=O)N2C(=O)C3(OCCO3)c3ccccc32)cc1
(38) O=c1[nH]c(CSc2nnc3ccccn23)nc2ccccc12
(39) Cc1ccc(NS(=O)(=O)c2cccc(C(=O)N3CCCC(C)C3)c2)cc1 (stereo not drawn)
(40) OC(CNCc1ccccc1)(c1ccccc1)c1ccccc1

assay / entry	33	34	35	36	37	38	39	40
CaV13 ICDI inh	.	-2	.	-3	-6	-18	-2	-5
MC4R ag barr	-1.6	-3.7	-1.6	-0.6	-0.7	-1.3	-0.6	1.8
Cardio protect	14	12	4	8	-11	32	0	-8
ABCB6 inh 2	103	101	94	96	197	98	97	104
Glyco luc inh	-1	2	3	3	0	3	2	-2
m5-HT2A agonist	-7	1	2	0	2	0	2	5
Vif inh	3	-6	4	21	.	4	-3	-11
MC4R antag cAMP	11	6	4	1	2	0	3	5
PDI turbidity	-2	1	-9	-11	-10	1	-6	-12
aDG glyco act	0.0	0.9	0.4	0.0	-0.1	-0.1	0.0	0.0

(41) COC(=O)C1=C(C)N(C)C(=S)NC1c1c(OC)ccc2ccccc12 (stereo not drawn)
(42) Cc1nn(-c2ccccc2)c(C)c1C(=O)OCC(=O)N(C)C1CCS(=O)(=O)C1 (stereo not drawn)
(43) CC(Sc1nc2ccccc2o1)C(=O)O (stereo not drawn)
(44) O=[N+]([O-])c1cc(/C=N/O)ccc1Oc1cccc(Cl)c1
(45) Cc1ccccc1-c1nnc(SCC(=O)NC2CCCC2)o1

assay / entry	41	42	43	44	45
CaV13 ICDI inh	6	4	-4	-5	-7
MC4R ag barr	-0.5	0.6	-1.9	-1.8	-0.6
Cardio protect	3	-7	-1	-4	-2
ABCB6 inh 2	98	101	92	101	98
Glyco luc inh	0	-4	3	1	4
m5-HT2A agonist	-4	2	6	-5	2
Vif inh	9	-1	2	2	-7
MC4R antag cAMP	21	24	1	9	4
PDI turbidity	-4	-1	-1	-1	-14
aDG glyco act	-0.1	-0.1	-0.1	-0.3	0.1
